Bcl-xL primary – blocks human Bcl-xL binding to Bim BH3 peptide. GST-Bcl-xL / FITC-Bim BH3 peptide fluorescence polarization. 0.7% of 320,000 active. Q07817. AID 2129. inhibition, % at 10.9 µM;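 active = inhibition above the mean of all tested compounds plus 3 SD, cutoff set per campaign, cut at about 30% in these data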;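 also: 0% = DMSO wells and 100% = unlabeled Bim-BH3 peptide competitor; inhibitors lower millipolarization by displacing the labeled peptide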
Target sequence (Q07817 whole entry, looked up): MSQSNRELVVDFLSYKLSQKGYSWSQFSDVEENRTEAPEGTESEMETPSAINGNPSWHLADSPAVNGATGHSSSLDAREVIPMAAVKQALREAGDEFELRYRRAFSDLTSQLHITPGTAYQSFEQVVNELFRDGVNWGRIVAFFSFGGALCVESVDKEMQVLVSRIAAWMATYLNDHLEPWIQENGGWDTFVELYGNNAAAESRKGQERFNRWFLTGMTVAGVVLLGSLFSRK
Fam108B inh – Fam108B inhibition, counter-screen for RBBP9 inhibitors; inhibition, % at 9.51 µM; recombinant Fam108B, FP-Rh probe fluorescence polarization; 0.33% of 300,000 active;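 active = inhibition above the screen mean inhibition plus 3 SD, computed separately per campaign, cut at about 18% in these data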;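 also: inhibitors lower polarization as less probe binds the enzyme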
MEX-5 binding – C. elegans MEX-5 TCR-2 RNA binding activity; Q9XUB2; MEX-5/FITC-TCR2 RNA binding, fluorescence polarization; stronger effect = lower value; 0.38% of 300,000 active; activity score (negative = inhibition of binding), % at 10 µM;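 active = inhibition past about -25% in most replicates, and total fluorescence under double the plate's negative control median, limit read from the data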;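 also: 0% = DMSO and -100% = 5 µM competing unlabeled TCR2 RNA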
MCL1-BIM inh – disrupts human MCL1 binding to BIM-BH3 peptide; 0.68% of 320,000 active; Q07820; GST-MCL1 / FITC-Bim-BH3 fluorescence polarization; inhibition, % at 10.9 µM;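 active = inhibition above the mean inhibition of all tested compounds plus 3 SD, set per campaign, cut at about 40% in these data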;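 also: 0% = DMSO wells and 100% = unlabeled Bim-BH3 peptide control; higher means more loss of mP so more displacement of Bim peptide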
Target sequence (Q07820 whole entry, looked up): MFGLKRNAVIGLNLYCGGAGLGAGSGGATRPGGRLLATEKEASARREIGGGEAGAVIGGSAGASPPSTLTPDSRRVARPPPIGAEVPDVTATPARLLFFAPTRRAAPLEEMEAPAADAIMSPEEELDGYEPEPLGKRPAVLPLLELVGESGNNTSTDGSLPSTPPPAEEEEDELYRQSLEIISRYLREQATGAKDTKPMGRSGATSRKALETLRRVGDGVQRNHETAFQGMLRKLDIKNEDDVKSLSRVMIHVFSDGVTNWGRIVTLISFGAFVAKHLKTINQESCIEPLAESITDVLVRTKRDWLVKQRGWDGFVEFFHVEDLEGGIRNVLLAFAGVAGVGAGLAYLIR
PME-1 primary – blocks human protein phosphatase methylesterase 1; recombinant PME-1, FP-Rh probe fluorescence polarization; AID 2130; inhibition, % at 5.9 µM; Q9Y570; 0.53% of 320,000 active;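 active = inhibition above the campaign mean of all compounds plus 3 SD, cut at about 26% in these data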;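 also: competitive labeling of PME-1 active site by serine hydrolase directed probe; 0% = PME-1 with DMSO and 100% = wells lacking PME-1 enzyme; inhibitors block probe labeling so polarization falls and inhibition rises; many of its hits are not listed in these tables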
GLD-1 RNA inh – GLD-1-TGE RNA interaction inhibition (C. elegans); inhibition, % at 5.96 µM; purified GLD-1 + fluorescein TGE RNA, fluorescence polarization; Q17339; 0.44% of 320,000 active;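 active = percent inhibition above a per-plate cutoff, the plate mean of test compounds plus 3 SD, cut at about 30% in these data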;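 also: 0% = DMSO wells with GLD-1 and probe and 100% = wells lacking GLD-1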
PAD4 inh – PAD4 (human) enzyme inhibition; Q9UM07; recombinant PAD4, RCA probe fluorescence polarization; inhibition, % at 6.36 µM; 0.41% of 330,000 active; AID 485272;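 active = percent inhibition above a cutoff equal to the mean of all tested compounds plus 3 SD, cut at about 15% in these data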;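 also: 0% = PAD4 with RCA probe and DMSO and 100% = probe without PAD4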
TPT1 inh – blocks Candida albicans tRNA 2'-phosphotransferase; recombinant caTPT1, FP RNA substrate dephosphorylation; inhibition, % at 5 µM; 0.81% of 300,000 active; AID 1962;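 active = inhibition above the mean of all tested compounds plus 3 SD, set per screening campaign, cut at about 24% in these data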;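 also: plate controls were DMSO alone for no effect and ferristatin control at 100 nM for full effect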
GSTO1 counter – counter-screen for RBBP9 inhibitors: inhibitors of human GSTO1. recombinant GSTO1, activity-based probe fluorescence polarization. 1.1% of 300,000 active. P78417. AID 1974. inhibition, % at 5.96 µM;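 active = inhibition above the campaign mean inhibition plus 3 SD, cut at about 35% in these data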;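 also: 0% = GSTO1-1 with DMSO and 100% = wells lacking GSTO1-1 enzyme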
Target sequence (P78417 whole entry, looked up): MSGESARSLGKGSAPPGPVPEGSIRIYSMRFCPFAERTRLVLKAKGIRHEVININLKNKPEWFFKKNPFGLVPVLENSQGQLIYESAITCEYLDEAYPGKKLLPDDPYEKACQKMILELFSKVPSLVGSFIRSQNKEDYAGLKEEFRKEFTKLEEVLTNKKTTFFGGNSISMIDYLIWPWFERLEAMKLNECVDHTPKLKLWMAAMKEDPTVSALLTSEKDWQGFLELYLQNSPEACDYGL
Starred values were filed as active, the others as inactive; · = not tested or not shown. This is a subset, so the mix of outcomes need not match the whole.

SMILES	Bcl-xL primary	Fam108B inh	MEX-5 binding	MCL1-BIM inh	PME-1 primary	GLD-1 RNA inh	PAD4 inh	TPT1 inh	GSTO1 counter
CCn1c(COc2ccc(C)cc2)nnc1SCc1ccc(C#N)cc1	-13	2	-2.4	-2	-3	9	-5	-2	13
CC1(C)Nc2ccccc2C(=O)N1NC(=O)c1ccccc1	3	2	-0.8	4	1	2	-2	0	-5
CCOCC(=O)OCC(=O)NC12CC3CC(CC(C3)C1)C2	0	3	2.0	10	3	-11	-1	-1	-3
COc1ccc(NC(=O)CCCN2C(=O)CN(C)C2=O)cc1Cl	5	·	·	-2	1	10	1	·	·
COc1ccc(OC)c(-c2cnc(OC(C)(C)C)nc2OC(C)(C)C)c1	8	-2	-2.1	-6	-3	0	1	2	1
COc1ccc(CN(C)S(=O)(=O)c2nnc(NC(=O)c3cccc(OC)c3)s2)cc1	1	-6	0.1	7	-9	-3	-1	-1	-95
Cc1ccc(C(C)C)cc1OCC(=O)N/N=C/c1ccc2c(c1)OCCO2	3	0	-1.3	0	-2	2	-2	-5	-6
Cc1cc(NC(=O)COc2ccc(Cl)cc2Cl)n(CCC#N)n1	1	-3	0.8	4	-2	6	-2	-3	8
Cc1cc(NCc2ccco2)n2c(nc3ccccc32)c1C#N	6	-5	1.0	3	5	4	-3	-2	-14
O=C(CSc1nnc(-c2ccco2)o1)N1CCCCC1	3	0	1.1	1	-1	-1	-2	0	4
COc1ccccc1Nc1ncnc2ccc(C)cc12	6	-4	-0.6	8	-2	-5	6	-1	-5
Cc1ccc(C(=O)OCC(=O)Nc2ccc3[nH]c(=O)[nH]c3c2)cc1[N+](=O)[O-]	-3	2	-1.1	-4	-2	-3	-1	5	-1
COc1ccc(CNC(=O)CCN2C(=O)c3ccccc3C2=O)cc1OC	3	2	-2.6	-4	-10	5	1	-1	2
NC(=S)Nc1ccccc1Br	3	7	1.2	6	2	4	0	-3	16
O=C(NCc1ccco1)c1ccc(Cn2c(=O)c3sccc3n(Cc3ccc(F)cc3)c2=O)cc1	1	-7	-0.9	-3	-9	-4	-4	-4	-17
O=C(O)CCC(=O)c1ccc2c(c1)OCCCO2	4	2	-0.6	1	1	-5	-4	1	-10
O=C(O)CCSc1ccccn1	0	2	-3.7	1	0	-2	-6	3	7
O=C(Nc1cccc(NC(=O)c2ccco2)c1)c1ccc2c(c1)OCO2	2	-4	0.4	6	-6	0	2	-1	-2
CCc1n[nH]c(=S)n1/N=C/c1cccc2ccccc12	-18	-4	1.3	-32	-3	-3	5	-3	12
CCC(Sc1nncn1C)C(=O)Nc1ccccc1OC (stereo not drawn)	-4	-5	-2.8	-16	1	0	-8	-2	5
O=C(CCCn1nnc2ccccc2c1=O)N[C@@H](Cc1ccccc1)C(=O)O	2	-3	1.6	1	3	-4	-2	-4	-4
CCC1CCCCN1C(=O)Cn1c(C(=O)OC)cc2sc(Cl)cc21 (stereo not drawn)	1	5	-2.5	-2	1	0	4	-1	-1
COCCN(C(=O)CSc1nnc(-c2ccccc2OC)o1)c1c(N)n(CC(C)C)c(=O)[nH]c1=O	-4	0	0.3	-6	-2	3	-1	-4	-3
COc1ccc(CC2(CO)CCN(S(=O)(=O)c3c(C)nn(C)c3Cl)CC2)cc1	6	1	-1.9	-1	1	1	-2	-4	-5
Cc1c(NC(=O)c2cc(-c3cccs3)nc3ccccc23)c(=O)n(-c2ccccc2)n1C	9	0	0.5	9	-3	7	2	-3	-5

Next part:
SMILES	Bcl-xL primary	Fam108B inh	MEX-5 binding	MCL1-BIM inh	PME-1 primary	GLD-1 RNA inh	PAD4 inh	TPT1 inh	GSTO1 counter
O=C(CN1CCN(c2cccc(Cl)c2)CC1)Nc1ccc(S(=O)(=O)N2CCOCC2)cc1	3	-1	-2.7	1	-6	1	0	-1	2
Cn1c(NCC2CCCO2)nc2c1c(=O)n(Cc1ccccc1)c(=O)n2C (stereo not drawn)	4	-1	-6.5	1	1	-4	-1	-2	0
Cc1cccc(Oc2ccc(N)cc2)c1	4	1	0.9	7	0	-2	0	1	-16
O=C(Nc1ccccc1Cl)c1cc(S(=O)(=O)N2CCOCC2)cs1	2	3	2.6	-2	1	0	-2	1	0
CCOC(=O)N1CCN(C(=O)CNC(=O)Cn2cnc3ccccc3c2=O)CC1	2	-2	1.4	-1	-4	-7	1	4	-1
CN(C)c1nc(=Nc2cccc(Cl)c2)ss1	4	0	1.0	1	1	6	-1	-1	-11
O=C(O)CN=C1NC2(CCCCC2)Cc2ccccc21	-6	-4	0.8	0	-3	6	-5	2	4
CCc1ccccc1NS(=O)(=O)c1cc(C)ccc1OC	-3	-2	0.0	12	12	3	4	-2	-7
COCCSc1nnc(NC(=O)CSCc2ccccc2)s1	4	4	-4.5	5	-2	-3	3	1	-3
Cc1cc(C(=O)NCC(=O)OCC(=O)NCCc2ccccc2)ccc1[N+](=O)[O-]	-4	0	0.4	-7	-1	3	-1	-4	9
CCn1ncc(CNC(=O)C2(C)CC2(Br)Br)c1C (stereo not drawn)	6	0	0.7	7	7	-6	0	-2	-1
Cc1cc(NC(=O)CSc2nnc(-c3ccccc3)n2Cc2ccco2)no1	6	-5	-0.5	7	1	-6	-2	-5	2
CC(C)(O)C(=O)NNC(=S)Nc1cccc(C(F)(F)F)c1	3	-3	0.0	3	-6	12	-2	2	18
N#CCCN(C(=O)COC(=O)C1CCN(S(=O)(=O)c2cccs2)CC1)c1ccccc1	-5	-2	-1.9	-4	5	0	1	0	2
CC1=NN(c2nc(-c3ccccc3)cs2)C(=O)C1N=Nc1ccccc1 (stereo not drawn)	8	6	0.3	5	5	1	1	-3	22
Cc1nnc(-c2ccccc2)nc1N(C)C	8	-1	-0.7	0	-4	3	3	-3	0
COc1ccccc1NC(=S)N=Nc1c(O)[nH]c2ccc(Br)cc12	3	-7	-2.8	7	8	3	3	2	-1
CCOc1ccc(N2C(=O)Nc3ccc(Br)cc3C2(O)C(=O)NC(C)C)cc1 (stereo not drawn)	8	3	-0.1	5	2	3	3	-2	-7
O=C(COc1ncnc2ccccc12)Nc1ccc(Cl)c(S(=O)(=O)N2CCOCC2)c1	-1	2	-0.9	-1	2	0	0	-3	2
CCCCCC(=O)N/N=C(\C)c1ccc(N2CCCCC2)cc1	8	-1	-0.4	-2	-2	-2	-3	4	4
CC(C)OP(=O)(OC(C)C)C(Nc1ccc([N+](=O)[O-])cc1)c1cccc([N+](=O)[O-])c1 (stereo not drawn)	2	1	-2.2	2	0	3	2	0	-1
COc1cccc(-c2nnc(NC(=O)Cc3cccs3)s2)c1	4	-6	-1.2	5	-6	-4	-13	1	7
CC(C)CCn1c(SCC(=O)OCn2nnc3ccccc3c2=O)nc2ccccc2c1=O	4	3	0.1	2	1	0	-2	-2	0
O=C(c1ccco1)N1CCN(C(=O)c2cc(-c3ccccn3)nc3ccc(Cl)cc23)CC1	40*	-2	-12	37	1	9	-5	0	-5
COc1cc(C(=O)Nc2nc3ccc(S(=O)(=O)N4CCOCC4)cc3s2)cc(OC)c1OC	5	-3	0.1	2	0	6	-3	1	-3

Whole records, looked up by structure. Order of values: Bcl-xL primary	Fam108B inh	MEX-5 binding	MCL1-BIM inh	PME-1 primary	GLD-1 RNA inh	PAD4 inh	TPT1 inh	GSTO1 counter
Record of NC(=S)Nc1ccccc1Br : 3	7	1.2	6	2	4	0	-3	16
Record of O=C(Nc1cccc(NC(=O)c2ccco2)c1)c1ccc2c(c1)OCO2 : 2	-4	0.4	6	-6	0	2	-1	-2

Next part.
SMILES	Bcl-xL primary	Fam108B inh	MEX-5 binding	MCL1-BIM inh	PME-1 primary	GLD-1 RNA inh	PAD4 inh	TPT1 inh	GSTO1 counter
Cc1ccc(-n2nnc3c(=O)oc4ccccc4c32)cc1	-3	0	-3.2	-5	-4	10	-3	-2	-1
Cc1ccc2c(c1)c1c(n2CCc2ccc(C)nc2)CCN(C)C1	17	·	·	13	1	19	-3	·	·
O=C1C=CC(=O)N1	6	-7	·	-1	-2	6	-2	0	1
COc1ccc(-c2cc(C(=O)OCc3ccccn3)c3ccccc3n2)cc1	9	-4	-1.3	3	5	4	2	2	-1
CCCCCC(=O)Nc1cccc(C2=NOC3(C2)C[C@@H](C(N)=O)N(C(=O)c2ccc(OC)cc2)C3)c1 (stereo partly drawn)	5	-2	-3.5	-4	0	4	1	-1	2
COc1ccc(Cn2c(C)c(C)c(C#N)c2NC(=O)Nc2ccc(F)cc2)cc1	13	-3	-3.4	13	0	-8	-7	0	-7
Cc1ccc(-c2ccc(=O)n(CC(=O)NCC3COCCO3)n2)cc1 (stereo not drawn)	-4	-2	2.9	0	-4	6	-7	1	2
CC(C)c1ccc(S(=O)(=O)N2CCN(C(=O)CN3C(=O)NC4(CCCC4)C3=O)CC2)cc1	-6	5	1.7	-17	13	2	-1	0	1
COc1ccc(NC(=O)CCNS(=O)(=O)c2ccc(Br)s2)cc1	-2	-9	1.8	3	-5	-3	-11	0	-5
Cn1c(N)c(C(=O)COC(=O)C2CCCCC2)c(=O)n(C)c1=O	0	1	·	1	1	3	-2	2	2
Cc1ccc(C)n1NC(=O)c1ccccc1[N+](=O)[O-]	2	5	-1.6	8	0	2	-2	-2	6
CCOc1cccc(-c2nnc3sc(C4CCCCC4)nn23)c1	0	2	3.2	3	3	-14	-4	2	-5
COC(=O)c1c(NC(=O)CC2SCC(C(=O)OC)NC2=O)sc2c1CCCC2 (stereo not drawn)	6	0	2.3	3	-5	3	0	-5	1
Cc1c(C2C(C#N)=C(N)N(c3ccccc3C#N)C3=C2C(=O)CCC3)cnn1C (stereo not drawn)	4	-1	-0.2	6	4	-1	-3	2	4
Cc1cccc(C)c1NC(=O)CN(C)C(=O)c1ccc(-n2cncn2)c([N+](=O)[O-])c1	-2	-3	-0.4	-1	-2	3	-6	0	1
COc1cc(C(=O)c2ccccc2)c([N+](=O)[O-])cc1OC	1	-1	-1.0	1	0	3	-3	0	0
C#CCSc1nnc(-c2ccc(C)cc2)o1	1	5	2.2	-2	3	2	5	-5	6
CCOc1cccc2cc(C(=O)Nc3nccs3)c(=O)oc12	-2	-11	0.1	-5	-8	3	-15	-1	-7
COc1cc(/C=c2\sc3nc(=O)c(-c4ccccc4)nn3c2=O)ccc1OCCC(C)C	0	-8	·	-8	0	-10	2	7	2
COc1ccc(S(=O)(=O)N/N=C(/C)c2ccncc2)cc1	7	0	-0.5	1	-3	7	3	-2	7
COc1ccc(OC)c(-c2nc3c(C)n[nH]c(=O)c3[nH]2)c1	4	-2	0.7	0	-3	-1	-5	2	1
CCOC(=O)c1ccc(Nc2ncnc3nc[nH]c23)cc1	-3	3	1.1	-1	-8	2	3	-1	-14
Cc1ccc(C(=O)N/N=C\c2cc(Br)c(Br)o2)cn1	39*	3	-21	46*	-16	17	-3	-20	31
Cc1ccc(C(C)NC(=O)C2CCCC2)c(C)c1 (stereo not drawn)	2	-2	0.7	-8	-5	-5	-4	-6	9
Cc1ccc(NC(=O)Nn2cnnc2)c(C)c1	6	0	0.7	10	6	-4	0	-2	4
CCOC(=O)c1cc(C)n(-c2ccccc2)c1C	5	2	-0.3	2	2	2	5	-6	6
Cc1ccn2c(C(=O)NN=C3CCN(C)CC3)c(C)nc2c1	0	3	0.2	1	5	-1	0	-1	5
CC1CCCCN1C(=O)COC(=O)c1ccc(=O)n(Cc2ccccc2)n1 (stereo not drawn)	3	2	-0.2	6	1	-1	-2	1	5
CCOC(=O)N1CCC(NC(=O)CCN2C(=O)C3C4C=CC(C4)C3C2=O)CC1 (stereo not drawn)	5	2	·	-1	-2	4	-1	2	-4

Screens (PubChem)
